From PubChem
CRFR2-BP ag – agonists of CRF-BP/CRF-R2 complex, primary screen, cell-based, HEK293, calcium dye fluorescence, uHTS | CRF-binding protein / CRF receptor 2 complex (human) | calcium dye fluorescence (FLIPR); percent of saturating CRF peptide response | activation, % at 13.2 µM | actives 0.46% (n = 350,000);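 active means activation of at least 50%, plus an integration ratio under a set limit after plate pattern correction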;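 further: plate controls were neutral control wells without compound for no effect and CRF at EC100 for full effect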
CRFBP-R2 block – antagonists of CRF-BP/CRF-R2 complex, primary screen, cell-based, HEK293, calcium dye fluorescence, uHTS | actives 0.59% (n = 350,000) | AID 588475, 2011 | inhibition, % at 11.8 µM | CRF-induced calcium fluorescence;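 active means inhibition of the ligand-induced calcium signal above about 50% at the single tested concentration, limit read from the data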
M5 ag – human M5 muscarinic receptor agonists, primary screen, CHO-K1 cells, Fluo-8 calcium fluorescence; actives 0.19% (n = 360,000); activation, % at 3 µM; CHO-K1 hM5 cells; 0% DMSO wells, 100% maximal acetylcholine response; AID 624037, 2012; Muscarinic acetylcholine receptor M5 (Homo sapiens), P08912;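 active means activation above the run's mean over test compounds plus 3 SD, cut at about 23% in these data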;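 further: signal is peak over basal fluorescence ratio across the kinetic read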
Target sequence (P08912 whole entry, looked up): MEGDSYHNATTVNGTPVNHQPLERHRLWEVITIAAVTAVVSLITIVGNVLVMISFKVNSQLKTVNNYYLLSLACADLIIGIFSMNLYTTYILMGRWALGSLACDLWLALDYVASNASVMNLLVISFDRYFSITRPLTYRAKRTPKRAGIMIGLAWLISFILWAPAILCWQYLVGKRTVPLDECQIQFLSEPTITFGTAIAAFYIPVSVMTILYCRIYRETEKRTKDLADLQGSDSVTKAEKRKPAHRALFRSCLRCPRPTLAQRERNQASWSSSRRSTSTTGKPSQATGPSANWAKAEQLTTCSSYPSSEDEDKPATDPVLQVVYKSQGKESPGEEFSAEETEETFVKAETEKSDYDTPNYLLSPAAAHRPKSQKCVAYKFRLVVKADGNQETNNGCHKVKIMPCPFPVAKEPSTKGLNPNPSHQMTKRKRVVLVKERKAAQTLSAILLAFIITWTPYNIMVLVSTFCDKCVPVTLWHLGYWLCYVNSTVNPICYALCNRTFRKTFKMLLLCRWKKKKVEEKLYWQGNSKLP
M4 PAM – human M4 muscarinic receptor positive allosteric modulators, primary screen, CHO-K1 cells, Fluo-8 calcium fluorescence; actives 0.4% (n = 360,000); CHO-K1 hM4/Gqi5, ACh EC20; 0% = ACh EC20, 100% = maximal ACh; Muscarinic acetylcholine receptor M4 (Homo sapiens), P08173; activation, % at 3 µM;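 active means activation above its plate's cutoff, the mean activation of sample wells plus 3 SD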; further: some results filed as inactive read as strong as hits
Target sequence (P08173 whole entry, looked up): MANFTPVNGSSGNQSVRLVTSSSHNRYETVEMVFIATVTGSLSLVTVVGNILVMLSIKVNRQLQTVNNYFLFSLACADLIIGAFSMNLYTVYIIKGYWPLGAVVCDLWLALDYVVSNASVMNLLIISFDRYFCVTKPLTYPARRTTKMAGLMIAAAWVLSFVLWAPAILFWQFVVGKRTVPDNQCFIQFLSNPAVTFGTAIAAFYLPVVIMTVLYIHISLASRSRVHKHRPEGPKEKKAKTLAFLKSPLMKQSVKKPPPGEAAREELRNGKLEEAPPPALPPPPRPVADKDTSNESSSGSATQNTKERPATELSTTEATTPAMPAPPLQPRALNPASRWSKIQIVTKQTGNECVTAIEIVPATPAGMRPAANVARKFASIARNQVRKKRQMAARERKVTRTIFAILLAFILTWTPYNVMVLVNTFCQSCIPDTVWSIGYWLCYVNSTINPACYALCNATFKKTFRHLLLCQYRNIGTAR
CHRM4 agonist – human M4 muscarinic receptor agonists, primary screen, CHO-K1 cells, Fluo-8 calcium fluorescence; AID 624127, 2012; CHO-K1 hM4/Gqi5; vehicle 0%, full acetylcholine response 100%; activation, % at 3 µM; actives 0.14% (n = 360,000); Muscarinic acetylcholine receptor M4 (Homo sapiens), P08173;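 active means activation above the run mean over all test wells plus 3 SD, cut at about 32% in these data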;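 further: peak over basal fluorescence ratio per well then scaled between controls; 0% = DMSO wells and 100% = acetylcholine at EC100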
M5 antag – human M5 muscarinic receptor antagonists, primary screen, CHO cells, Fluo-8 calcium fluorescence; actives 0.59% (n = 360,000); inhibition, % at 3 µM; Muscarinic acetylcholine receptor M5 (Homo sapiens), P08912; CHO-hM5 cells, ACh EC80;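 active means inhibition above a per-plate cutoff, the mean of that plate's test compounds plus 3 SD, cut at about 27% in these data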;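 further: 0% = acetylcholine EC80 with DMSO and 100% = DMSO without agonist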
M5 PAM – human M5 muscarinic receptor positive allosteric modulators, primary screen, CHO-K1 cells, Fluo-8 calcium fluorescence; CHO-K1 hM5, ACh EC20 PAM; 0% = ACh EC20, 100% = ACh EC100; activation, % at 3 µM; actives 0.3% (n = 360,000);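 active means activation above the run cutoff, the mean activation of all test compounds plus 3 SD, cut at about 18% in these data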
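Assay system – human M5 receptor in CHO-K1 cells · Read-out – % activation, ACh-normalized · Technique – Fluo-8 calcium fluorescence · Dosing – single-point, 3 µM nominal · Incubation – Fluo-8 loading 80 min at 37 °C plus 30 min room temperature · Repeats – singlicate, one well per test compound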
CHRM4 antagonist – human M4 muscarinic receptor antagonists, primary screen, CHO cells, Fluo-8 calcium fluorescence | CHO-hM4 cells, ACh EC80 | Muscarinic acetylcholine receptor M4 (Homo sapiens), P08173 | actives 0.73% (n = 360,000) | inhibition, % at 3 µM;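 active means inhibition above its plate's cutoff, the mean inhibition of sample wells plus 3 SD, cut at about 27% in these data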;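 further: 0% = acetylcholine EC80 with DMSO and 100% = DMSO without agonist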
M1 PAM – human M1 muscarinic receptor positive allosteric modulators, primary screen, CHO-K1 cells, Fluo-8 calcium fluorescence, 1536-well. CHO-K1 hM1, ACh EC20; 0% = ACh EC20, 100% = maximal ACh. activation, % at 3 µM. actives 0.088% (n = 360,000). AID 588819, 2011; in the data active means activation above about 19%, passing the limit was not always enough
Active calls of the source: *; x = no result given.

SMILES	CRFR2-BP ag	CRFBP-R2 block	M5 ag	M4 PAM	CHRM4 agonist	M5 antag	M5 PAM	CHRM4 antagonist	M1 PAM
Cc1nn2c(nc1=O)NNC2(C)C(C)(C)C (stereo not drawn)	0.5	2	1	-8	0	-4	3	3	7
c1ccc(C(c2c[nH]c3ccccc23)c2c[nH]c3ccccc23)nc1	3.9	-25	1	-5	9	6	-1	8	5
Cc1cccc(C)c1-n1nnnc1C1c2ccccc2C(=O)N1CCc1ccc(O)cc1 (stereo not drawn)	x	x	4	2	9	-4	-5	-19	x
CC(OC(=O)Cc1coc2ccc3ccccc3c12)C(=O)NC(N)=O (stereo not drawn)	0.2	6	-3	-4	7	11	-5	6	1
COc1ccc(OC)c(N(CC(=O)Nc2ccccc2)S(=O)(=O)c2ccccc2)c1	-0.1	-11	4	-6	7	2	-5	-3	8
c1cc2c(cn1)cnc1cscc12	-0.6	-18	-3	7	1	3	5	5	8
CCOC(=O)N1CCN(C(=O)CCSc2ccc(Cl)cc2)CC1	-0.3	21	3	2	0	-9	5	14	12
CC1=CCC(C(=O)O)(C(=O)N/N=C/c2cccnc2)C(c2ccccc2)C1 (stereo not drawn)	-1.6	6	-1	4	0	5	0	1	6
CCOc1ccc(C(=O)Cc2ccc3oc(C(=O)O)cc3c2)c(O)c1	-0.2	31	1	3	1	-2	-3	1	8
CCOC(=O)N1CCC(N(CCN(C)C)C(=S)Nc2ccc(F)c(Cl)c2)CC1	-0.9	-1	-1	-10	2	3	-8	2	-1
CN1C(=O)c2ccc(C(=O)NCc3ccccc3)cc2C1=O	1.3	8	0	4	3	1	-2	-4	-5
COc1ccc(CCN(Cc2nc3ccccc3c(=O)[nH]2)C(=O)c2ccco2)cc1OC	0.5	8	-1	7	2	7	14	-3	-1
COCC(=O)N1CCC(Oc2ccc(C(=O)N3C[C@H]4CC[C@H]3C4)cc2)CC1	0.5	11	-3	0	0	7	-1	10	1
COCCNC(=O)c1ccc(N2CCC3(CC2)OCCO3)c([N+](=O)[O-])c1	0.8	3	2	5	1	5	-5	2	1
N/C(=N\OS(=O)(=O)c1ccc2ccccc2c1)c1ccccn1	-2.1	-16	-4	4	2	2	4	4	0

4 of the entries above in order of the CHRM4 agonist value, rising.
| mol | CHRM4 agonist |
| --- | --- |
| COCC(=O)N1CCC(Oc2ccc(C(=O)N3C[C@H]4CC[C@H]3C4)cc2)CC1 | 0 |
| CCOc1ccc(C(=O)Cc2ccc3oc(C(=O)O)cc3c2)c(O)c1 | 1 |
| COc1ccc(CCN(Cc2nc3ccccc3c(=O)[nH]2)C(=O)c2ccco2)cc1OC | 2 |
| CC(OC(=O)Cc1coc2ccc3ccccc3c12)C(=O)NC(N)=O (stereo not drawn) | 7 |

Sorted by molar mass (largest number first): 3 of the compounds above
SMILES	CRFR2-BP ag	CRFBP-R2 block	M5 ag	M4 PAM	CHRM4 agonist	M5 antag	M5 PAM	CHRM4 antagonist	M1 PAM
CCOC(=O)N1CCN(C(=O)CCSc2ccc(Cl)cc2)CC1	-0.3	21	3	2	0	-9	5	14	12
CCOc1ccc(C(=O)Cc2ccc3oc(C(=O)O)cc3c2)c(O)c1	-0.2	31	1	3	1	-2	-3	1	8
N/C(=N\OS(=O)(=O)c1ccc2ccccc2c1)c1ccccn1	-2.1	-16	-4	4	2	2	4	4	0

Carrying on:
SMILES	CRFR2-BP ag	CRFBP-R2 block	M5 ag	M4 PAM	CHRM4 agonist	M5 antag	M5 PAM	CHRM4 antagonist	M1 PAM
COc1cc2c(cc1OC)C(C(=O)Nc1cc(OC)c(OC)c(OC)c1)C(c1cccnc1)N(C)C2=O (stereo not drawn)	0.2	48	2	-8	0	9	1	10	-6
CC(C)C[C@@H](CN=[N+]=[N-])N1CCN(Cc2ccccc2)CCC1=O	-0.8	-5	-2	3	2	-6	11	3	5
CC(C)[C@H](NC(=O)c1ccccc1)C(=O)OCC(=O)N1CCCc2ccccc21	-1.9	18	-2	2	2	-4	2	-4	0
COc1ccc(NC(=O)C2CCOC(C)(C)C2)cc1 (stereo not drawn)	-0.1	0	3	-3	0	-6	13	13	19
Cc1cccc(OCCCC(=O)Nc2ccc3c(c2)OCO3)c1	0.4	16	1	-9	4	4	-6	-3	4
CC(=O)NC(O)C(=O)c1ccccc1 (stereo not drawn)	-0.3	-17	-8	-1	0	-7	-10	1	6
COc1ccc(CNC(=O)/C=C/c2ccco2)cc1OC	3.6	13	-1	6	0	-2	1	0	5
CCN(CC)P(=O)(Nc1cccc(C(F)(F)F)c1)c1ccc(N(C)C)cc1NC(=O)c1ccco1 (stereo not drawn)	1.4	3	1	0	-1	-9	2	-16	-4
CC(=O)OCC(=O)[C@@]12OC3(CCCC3)O[C@@H]1C[C@H]1[C@@H]3CCC4=CC(=O)C=C[C@]4(C)[C@@]3(F)[C@@H](O)C[C@@]12C	0.0	10	0	-1	0	9	-4	-8	14
COc1cccc(CCNC(=O)CC2C(=O)NCCN2CC(C)(C)C)c1 (stereo not drawn)	4.4	6	1	-2	1	9	1	-1	5
CN(Cc1ccc2c(c1)OCCO2)C(=O)CSc1ncnc2sccc12	-1.1	-9	3	0	16	2	-13	-8	2
O=C(NNC(=O)c1ccccc1F)c1ccc(-c2ccc(Cl)cc2)o1	-0.5	-11	-3	8	6	10	-4	-2	10
Cc1cc(N/N=C/c2ccc(O)cc2O)nc(-n2nc(C)cc2C)n1	-0.5	-32	0	6	8	-3	4	2	-10
Cc1c(NS(=O)(=O)c2cc(C(=O)NCc3ccco3)cc(Cl)c2Cl)c(=O)n(-c2ccccc2)n1C	-1.3	9	14	12	1	-2	0	-22	6
O=c1c2ccccc2ncn1-c1ccc(Cl)c(Cl)c1	-0.1	-9	-1	5	1	-4	2	0	11
C=CCCC(=O)N1C[C@H]2CON(C)[C@H]2C[C@H]1c1ccc(-n2ccnc2)cc1	x	x	-1	3	0	8	-4	-26	13
Cc1cc(NC(=O)CSc2nc(C(C)C)nc3ccccc23)no1	0.5	-10	-7	5	1	0	8	2	9
CC1C/C(=N/N=C2/NC(=O)CS2)CC(C)(C)C1 (stereo not drawn)	-0.6	32	-3	3	0	-7	-4	-5	10
CCNC(=O)Cc1c(OC)ccc2cc(Br)ccc12	0.3	9	-5	3	0	2	-7	-8	-2
CCn1nc(C(=O)N[C@@H](CCSC)c2nc3ccccc3[nH]2)c2ccccc2c1=O	-0.8	18	-1	2	4	5	-3	-1	-5
Cc1cc(C)n2nc(SCC(=O)N3CCCCC3C)nc2n1 (stereo not drawn)	0.3	2	3	1	1	14	-15	3	1
O=C(c1cnn(C(=O)c2ccco2)c1)c1cc(F)ccc1O	0.1	-1	1	5	1	-3	4	-9	9
O=C(N/N=C/c1ccccc1Cl)c1nc2ccc([N+](=O)[O-])cc2c(=O)[nH]1	1.3	10	-3	3	0	1	1	8	12
COC(=O)c1cccc(NC(=S)NCc2ccc(F)cc2)c1	4.5	14	5	2	8	-9	-9	2	-4
CN1CCN(C2=C(Cl)C(=O)N(c3cccc(Cl)c3)C2=O)CC1	-0.2	6	-2	4	1	4	-2	12	6
COc1ccc(/C=N/n2cncn2)cc1CSc1ccccn1	-1.8	-4	-4	2	0	4	-1	9	0
CCN(CC)c1ccc(C=C2SC(=S)NC2=O)cc1	168*	-164	72*	-12	21	35*	-37	10	-36
O=C(CO/N=C/c1c(Cl)cccc1Cl)NNC(=O)c1ccc(Cl)cc1	-0.5	-3	-5	-7	0	5	-4	19	10
COc1ccc(-n2nnnc2C(c2cccc3ccccc23)N2CCN(C/C=C/c3ccccc3)CC2)cc1 (stereo not drawn)	x	x	-3	-10	2	10	-17	9	-15
COc1ccccc1CNc1nc(S(=O)(=O)c2ccccc2)c(Cl)s1	1.2	6	-3	-5	-1	-1	-5	8	-1
Cc1onc(-c2ccccc2Cl)c1C(=O)NC(=S)Nc1ccc(C(C)C)cc1	3.1	20	-3	-37	5	6	-10	10	-6
O=C(COc1ccccc1Cl)NC(=O)NC1CCCCC1	-0.2	-9	-3	3	0	9	-4	1	-17
O=C(NCc1ccccc1)c1c(Cl)nc(Cl)c(Cl)c1Cl	0.3	37	-8	-13	0	8	-5	22	-14
CCC(=O)OC1CSc2nc3ccccc3n2C1 (stereo not drawn)	-1.7	23	-2	-4	1	1	0	9	-1
Cc1noc(C)c1COc1ccc(C(=O)OCC(=O)NCc2ccccc2Cl)cc1	-4.3	10	-3	-3	4	1	-2	3	1
O=S(=O)(c1ccc(Br)s1)N1CCC(Cc2ccccc2)CC1	9.1	-25	-3	-1	1	5	-10	-13	0
OCCCNC(=S)Nc1ccc2nccnc2c1	7.6	-4	-4	5	1	-3	6	-6	2
CSC[C@H]1CN(Cc2cccnc2)C(=O)[C@@H]1CC(=O)Nc1ccc(Br)cc1	-0.4	-5	-2	-6	1	0	0	14	-3
COc1ccc(-c2nnc(SCc3ccccc3F)o2)cc1OC	0.3	36	-5	7	0	2	-2	6	5
Cc1cc(C)c(NC(=O)COC(=O)C2=COCCO2)c(C)c1	-1.8	18	-2	1	0	-1	-5	-10	0
CC1(c2nnc(-c3cccc(Cl)c3)o2)CC(c2cccc(F)c2)=NO1 (stereo not drawn)	1.9	2	0	8	2	6	2	7	-2
CNc1cc(-c2ccc(O)cc2C)ncn1	x	x	2	2	2	2	-10	-1	-4
CCN(C(=O)CSc1nc2ccccc2n1CC)C1CCS(=O)(=O)C1 (stereo not drawn)	2.1	-3	-2	3	1	-1	7	-9	6
CCCN(CC(=O)Nc1ccccc1C)C(=O)c1cn2ccccc2n1	0.3	-6	-1	4	1	0	2	-11	10
COc1ccc(CC(=O)Nc2ccc(OC)nc2)cc1	-2.1	17	2	-3	1	-6	14	1	8
Fc1ccc(-c2nc3ccc(Br)cn3c2Cc2cccc(Cl)c2)cc1	x	x	-4	-4	0	6	-3	-1	-2
C[C@]12c3[nH]c4ccc(Cl)cc4c3CCN1C(=O)[C@@H](CC(=O)NCCC1=CCCCC1)C[C@@H]2C(=O)N1CCCCC1	2.0	32	1	2	0	4	-3	-1	4
CCCCn1cnc2c(oc3nc4c(cc32)CCCC4)c1=O	-0.2	5	1	-1	1	3	2	1	1
COc1ccc(C(C)=O)cc1COC(=O)CNC(=O)c1ccc(F)cc1	0.5	14	-3	7	5	3	-4	-11	-4
CC1CCCN(CCCNC(=O)CCn2nc(-c3ccccc3)ccc2=O)C1 (stereo not drawn)	-0.8	17	-6	2	0	-5	4	-6	-10
Cc1cc(C(=O)N2CCN(C(c3ccccc3)c3ccccc3)CC2)no1	-4.4	1	-13	-5	-3	-7	-4	-5	-22
COc1ccc(NC(=O)CN(C)C(=O)c2c(-c3ccccc3Cl)noc2C)cc1	-0.6	-2	2	8	3	2	-1	-9	-3
COc1cccc(N2CCN(S(=O)(=O)c3cc4c(cc3C)N(C)CCO4)CC2)c1	0.5	20	1	8	0	-3	-2	-3	0
Cc1cccc(-n2ncc3c2CCCC3NC(=O)CCc2cccnc2)c1C (stereo not drawn)	-1.8	8	0	-2	6	-16	8	-15	11
Cc1cccc(NC(=S)N(CCN(C)C)Cc2cc3cccc(C)c3[nH]c2=O)c1	1.5	-62	21	4	2	-11	13	1	6
